Screens from PubChem BioAssay.
Y pestis TopoI: Y. pestis Topo-I inhibition via cleavage products; Y. pestis Topo-I cleavage product accumulation, plate reader; activity, % at 10 µM; 360,000 tested, 0.064% active; in the data active means activity above about 50%, passing the limit was not always enough; further: inactives centre near 2
BH1578 lux ind: induces V. cholerae light production without autoinducers; V. cholerae BH1578 lux reporter, luminescence, 6 h; activation, % at 18.7 µM; 350,000 tested, 0.16% active; AID 588436; in the data active means activation mostly above about 9.7%, no sharp cut-off; further: not every result past the cut was called active; inactives centre near 0; reference of the scale not given here
SARS 3CLpro inh: SARS-CoV 3CLpro protease inhibition; inhibition, % at 6 µM; P0C6X7; recombinant SARS-CoV 3CLpro, quenched FRET peptide cleavage; 290,000 tested, 0.14% active; in the data active means inhibition above about 12%
PriA SSB inh: K. pneumoniae PriA-SSBct interaction inhibition. AlphaScreen SSBct-PriA binding, biotinylated peptide. inhibition, % at 33 µM. 430,000 tested, 0.6% active. AID 1272365; in the data active means inhibition mostly above about 37%, no sharp cut-off; inactive means mostly below about 20%;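 further: plate controls were negative control peptide for no effect and reference peptide for full effect; strong numbers were not always called active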
PfHsp40 rescue: rescue of PfHsp40-mediated yeast toxicity. S. cerevisiae expressing PfHsp40, growth rescue, ATP luminescence. 340,000 tested, 0.68% active. AID 504582. growth rescue, % at 12.5 µM; in the data active means growth rescue above about 28%, passing the limit was not always enough;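 further: yeast W303a lacking pdr1 and pdr3 grown in galactose medium; growth measured after three days at 30 °C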
TcdB inh: blocks C. difficile toxin B glycohydrolase activity. AID 652162. inhibition, % at 9.99 µM. P18177. 350,000 tested, 0.24% active. TcdB glycohydrolase enzymatic assay, plate reader; in the data active means inhibition above about 10%
Rv3671c inh: inhibits the M. tuberculosis serine protease Rv3671c; inhibition, % at 5.96 µM; AID 2606; P9WHR9; 320,000 tested, 0.048% active; in the data active means inhibition above about 38%;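 further: extracellular domain of Rv3671c used as enzyme; 0% = enzyme with DMSO and 100% = no enzyme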
Target sequence (P9WHR9 whole entry, looked up, the tested form may be a part): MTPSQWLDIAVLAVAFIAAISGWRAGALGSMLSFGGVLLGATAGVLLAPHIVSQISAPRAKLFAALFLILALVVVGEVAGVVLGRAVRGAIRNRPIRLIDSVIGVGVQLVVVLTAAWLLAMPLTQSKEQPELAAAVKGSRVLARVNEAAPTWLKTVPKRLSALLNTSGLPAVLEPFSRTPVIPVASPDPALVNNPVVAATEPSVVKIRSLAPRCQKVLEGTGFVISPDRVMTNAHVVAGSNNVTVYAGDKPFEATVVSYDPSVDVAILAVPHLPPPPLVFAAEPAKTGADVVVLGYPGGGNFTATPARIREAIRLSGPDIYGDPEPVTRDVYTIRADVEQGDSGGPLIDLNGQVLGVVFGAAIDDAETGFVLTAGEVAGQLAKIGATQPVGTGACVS
Anthrax LF inh2: blocks Bacillus anthracis lethal factor protease; P15917; multiplex microsphere protease cleavage assay, LF; inhibition, % at 10 µM; 360,000 tested, 0.12% active; in the data active means inhibition above about 30%; further: plate controls were buffer without enzyme for full effect and enzyme alone for no effect
MazEF act: activators of E. coli MazEF toxin-antitoxin RNase | P0AE70 | FAM/BHQ RNA-DNA oligo cleavage fluorescence, 5 h | 350,000 tested, 0.32% active | AID 504720 | activation, % at 20 µM; in the data active means activation above about 50%
Target sequence (P0AE70 whole entry, looked up): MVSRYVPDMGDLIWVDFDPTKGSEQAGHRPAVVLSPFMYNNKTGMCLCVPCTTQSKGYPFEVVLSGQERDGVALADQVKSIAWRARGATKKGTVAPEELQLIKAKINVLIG
VHR inh abs: DUSP3 (human) phosphatase inhibition | P51452 | recombinant VHR phosphatase, pNPP absorbance | inhibition, % at 13.3 µM | 290,000 tested, 0.52% active; in the data active means inhibition above about 50%; further: some compounds called inactive have numbers as strong as hits
Target sequence (P51452 whole entry, looked up): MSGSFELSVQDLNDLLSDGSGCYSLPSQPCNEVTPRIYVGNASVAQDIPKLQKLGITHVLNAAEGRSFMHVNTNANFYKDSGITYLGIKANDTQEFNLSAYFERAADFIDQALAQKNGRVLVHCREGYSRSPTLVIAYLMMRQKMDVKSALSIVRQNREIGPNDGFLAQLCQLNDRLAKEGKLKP
Starred values were filed as active, the others as inactive; i = inactive; . = no result given; & = joins results of further samples. Not all compounds are listed; count on the stated rates, not on these rows.

SMILES | Y pestis TopoI | BH1578 lux ind | SARS 3CLpro inh | PriA SSB inh | PfHsp40 rescue | TcdB inh | Rv3671c inh | Anthrax LF inh2 | MazEF act | VHR inh abs
COc1cc(CN2CCc3ccccc3C2)cc([N+](=O)[O-])c1O | 5 | i | -2 | 8 | -1.4 | -1.4 | -8 | . | 7 | -22
O=C(Cn1nnc(-c2ccc(CN3CCOCC3)cc2)n1)N1CCCc2ccccc21 | 10 | 2.0 | 3 | -15 | -1.7 | . | -5 | 0 | 1 | 20
CCOC(=O)C1(CCc2ccccc2)CCN(C(=O)c2occc2C)CC1 | 3 | -0.2 | 0 | -14 | 2.3 | 1.1 | 6 | -3 | -2 | 5
O=C(C1CCCN(S(=O)(=O)c2cccc3nsnc23)C1)N1CCc2ccccc21 (centres undefined) | 38 | -5.0 | 3 | -1 | 0.7 | . | -5 | 0 | -2 | 18
Cc1ccc(S(=O)(=O)N2[C@@H](c3ccc(Cl)cc3)C(C(=O)O)=CC[C@H]2c2cccs2)cc1 | 15 | i | . | -1 | 1.3 | -1.8 | -9 | -2 | 1 | .
Cc1cc(C)nc(NS(=O)(=O)c2ccc(NC(=O)CSc3nc(-c4ccccc4)c(C#N)c(=O)[nH]3)cc2)n1 | -1 | -0.2 | -1 | -5 | 2.0 | -3.5 | -8 | -4 | -1 | 28
S=c1[nH]nc(Cc2noc3ccccc23)n1-c1ccc(Cl)cc1 | 4 | -1.6 | 3 | 1 | -0.3 | 2.0 | -2 | -3 | 2 | 9
Cc1ccc(C(=O)NCCc2csc(-c3cccnc3)n2)cc1 | 5 | -1.0 | -5 | -12&-6 | -0.4 | -0.6 | 1 | 3 | 8 | -2
CCCCN(CC)C(=O)c1cc2cc3ccc(OC)cc3nc2o1 | 6 | 4.3 | 5 | -31 | 0.5 | . | -17 | -1 | -6 | 36
CCCC(=O)Nc1ccc(S(=O)(=O)Nc2cc(OC)nc(OC)n2)cc1 | -23 | -0.8 | -5 | -11 | -1.3 | -0.4 | . | -15 | 3 | 13
Cc1c(C(c2cccc(O)c2)c2c(C)n(C)n(-c3ccccc3)c2=O)c(=O)n(-c2ccccc2)n1C | -11 | -0.2 | 0 | 1 | 0.7 | . | 0 | -1 | 0 | 4
N#Cc1c(SCC(=O)Nc2ccccc2C(F)(F)F)sc2c(O)cc(=O)[nH]c12 | 8 | -0.1 | -5 | -11 | 1.1 | -0.5 | -1 | -4 | 9 | 34
O=C(NCC(=O)N(c1cccnc1)C(C(=O)NC1CCCC1)c1ccc(F)cc1)c1ccco1 (centres undefined) | . | . | 1 | . | . | 4.0 | -8 | . | . | 17
O=C(O)C1CCN(c2ccc(S(=O)(=O)N3CCC(C(=O)O)CC3)cc2[N+](=O)[O-])CC1 | 1 | -0.4 | -1 | -16 | 0.1 | 0.5 | -3 | -1 | 4 | 0
COC(=O)[C@H](CCSC)NC(=O)c1cccnc1SC | 2 | -0.3 | -5 | -13 | -0.8 | 0.0 | 0 | -1 | 0 | 12
COC(=O)c1c(NC(=O)c2ccccc2)sc2c1CC(C)(C)OC2 | 6 | -0.2 | -4 | -10 | 0.2 | . | -6 | -12 | -3 | 12
O=C(Nc1nnc(-c2ccc(Cl)cc2)o1)C1CCCCC1 | 3 | -0.1 | . | -17 | -0.4 | 1.0 | 5 | -16 | -1 | 14
Cc1ccc(Nc2c3c(nc4ccccc24)CCC3)cc1 | 10 | -0.3 | -2 | -8 | -0.4 | 2.6 | 6 | . | -4 | 5
CCCSc1nn2c(=O)c3ccccc3nc2s1 | -5 | . | 1 | -19 | 1.7 | . | 2 | -3 | 11 | 12
Cn1c2c(c(=O)n(C)c1=O)C(C(F)(F)F)(C(F)(F)F)N=C(c1ccccc1Cl)N2 | 4 | -1.7 | 3 | 2 | 0.2 | . | 2 | 3 | -5 | 13

An excerpt of these results, field by field.
O=C(NCC(=O)N(c1cccnc1)C(C(=O)NC1CCCC1)c1ccc(F)cc1)c1ccco1 (centres undefined)
  Y pestis TopoI: .
  BH1578 lux ind: .
  SARS 3CLpro inh: 1
  PriA SSB inh: .
  PfHsp40 rescue: .
  TcdB inh: 4.0
  Rv3671c inh: -8
  Anthrax LF inh2: .
  MazEF act: .
  VHR inh abs: 17

COC(=O)[C@H](CCSC)NC(=O)c1cccnc1SC
  Y pestis TopoI: 2
  BH1578 lux ind: -0.3
  SARS 3CLpro inh: -5
  PriA SSB inh: -13
  PfHsp40 rescue: -0.8
  TcdB inh: 0.0
  Rv3671c inh: 0
  Anthrax LF inh2: -1
  MazEF act: 0
  VHR inh abs: 12

Next section:
SMILES | Y pestis TopoI | BH1578 lux ind | SARS 3CLpro inh | PriA SSB inh | PfHsp40 rescue | TcdB inh | Rv3671c inh | Anthrax LF inh2 | MazEF act | VHR inh abs
Cc1c(N2C(=O)c3ccc(F)cc3C2=O)c(=O)n(-c2ccccc2)n1C | -6 | -1.6 | -1 | -7 | -0.7 | . | 1 | 8 | -5 | 13
COc1cc(NC(=O)CCn2c(=S)[nH]c3ccccc3c2=O)cc(OC)c1OC | 0 | i | . | . | . | 1.1 | . | -4 | 11 | .
COc1ccc(C(=O)Nc2c(Cl)cc(Cl)cc2C(=O)NCCN2CCOCC2)cc1 | -3 | 1.2 | 1 | -3 | -0.1 | 1.5 | 3 | 0 | -4 | 12
Cn1ccsc1=NC(=O)c1cc(S(=O)(=O)N2CCOCC2)ccc1Cl | -9 | i | . | -14 | . | 1.0 | 3 | 2 | -3 | .
CCOCC(=O)N1CCN(c2cccc(Cl)c2)CC1 | 2 | -0.3 | 5 | 0 | -0.6 | 1.3 | 6 | 3 | 4 | 26
O=C(N/N=C/c1ccc(C(F)(F)F)cc1)c1ccncc1 | -14 | -0.6 | -1 | . | -1.0 | -0.9 | 4 | -12 | 3 | 4
Cc1cc(NC(=O)C2CC(=O)N(c3ccccc3Cl)C2)no1 (centres undefined) | -11 | -4.5 | 0 | 1 | -0.5 | 3.9 | 1 | 1 | 11 | -3
C[C@H]1CN(S(=O)(=O)c2c(F)cccc2F)CCN1S(=O)(=O)c1ccc2c(c1)OCCO2 | 28 | -0.7 | . | 6 | 1.5 | 0.3 | 1 | 2 | 11 | .
O=C(CSc1nc(-c2ccccc2)cs1)NCCCN1CCCC1=O | 3 | 1.0 | . | -2 | 0.1 | 3.3 | -3 | -7 | -4 | .
CCOc1ccc(S(=O)(=O)NCc2ccccc2OC)cc1 | 2 | -0.4 | 1 | -8 | -1.9 | 1.4 | 1 | -4 | -11 | 8
Cc1cc(C)nc(NC(=O)CSc2nccc(C)n2)n1 | -4 | -1.6 | 0 | -11 | -1.3 | 0.2 | 9 | 4 | 6 | 21
COc1ccccc1CNS(=O)(=O)CCNCc1ccco1 | -4 | -0.4 | . | -7 | -0.3 | 0.3 | . | -2 | 6 | .
Cc1ccc(S(=O)(=O)N2CCOCC2)cc1NC(=O)CSCc1c(C)noc1C | 1 | -1.2 | . | -26 | -0.4 | 1.3 | -2 | -6 | -2 | .
COc1ccc(COC(=O)N/N=C/c2cccs2)cc1 | -20 | 8.3 | -1 | . | -0.5 | -0.1 | -7 | 6 | 5 | 0
Cc1cccc(NC(=O)c2nc[nH]c2C(=O)N[C@@H](CC(C)C)C(=O)OCc2ccccc2)c1 | 18 | 0.5 | . | -9 | 0.9 | 1.1 | -60 | 1 | 3 | -1
Nc1c(N2CCCC2)cc(Cl)c2nonc12 | 6 | -0.3 | -5 | -6 | 0.0 | . | -37 | -40 | 7 | 56*
CC(C)COc1ccc(S(=O)(=O)NNC(=O)c2cc3ccccc3o2)cc1 | 7 | -0.7 | 8 | 5 | 0.4 | . | -31 | -2 | 0 | -8
CCOc1ccccc1CNCCc1ccc2c(c1)OCO2 | 5 | -0.3 | -2 | -4 | 0.4 | 1.3 | -1 | 1 | 5 | -28
O=C(CSc1nc2[nH]ncc2c(=O)[nH]1)Nc1ccc(F)cc1 | -7 | -0.5 | . | -3&-4 | -0.1 | 0.5 | 1 | . | 2 | .
C#CCOCCOCCOCCNc1nc(N2CCN(C(=O)CCCCCCCCCCNC(=O)[C@H](CO)n3cc(CCCSC)nn3)CC2)nc(N2CCN(C(=O)CCCCCCCCCCNC(=O)[C@H](CCCCN)n3cc(CCO)nn3)CC2)n1 | -7 | -1.0 | . | 7 | -2.0 | -0.1 | -8 | -7 | -27 | .
COc1ccccc1OCc1ccc(C(=O)Nc2ccc(Cl)cn2)o1 | 0 | -0.2 | -3 | -8 | 0.2 | -1.5 | 5 | -1 | -3 | 1
O=C(CSc1nc2c(c(=O)n1-c1ccc(Cl)cc1)SCC2)NCC1CCCO1 (centres undefined) | 9 | i | -3 | -4 | -1.0 | . | -8 | 2 | 4 | -13
COC(=O)c1cccc(NS(=O)(=O)c2ccc(OC)c(OC)c2)c1C | -8 | -0.4 | -5 | -13 | -0.3 | . | -6 | -1 | -3 | 33
COC(=O)c1ccc(/C=N/Nc2nc(N3CCCCC3)nc(N3CCCCC3)n2)cc1 | -1 | i | 0 | . | 0.4 | 0.7 | 0 | -1 | 2 | 25
Cc1cc(C)n(C(=O)CSc2nnc(SCC(=O)n3nc(C)cc3C)s2)n1 | -1 | -12 | 0 | -17 | 0.4 | . | 1 | -4 | 9 | -12
COc1cccc(C(=O)CSc2nnc(-c3cc(OC)cc(OC)c3)o2)c1 | 7 | i | 2 | -9 | 0.3 | . | 0 | -6 | 10 | 15
COc1ccc(Cl)cc1NC(=O)CSc1nnc(C2CC2)n1C | 0 | -0.3 | 5 | -3 | -0.1 | 0.2 | 12 | 1 | 9 | 17
CC(c1ccccc1)C1CC(=O)N(c2ccc(C(=O)O)cc2)C1=O (centres undefined) | -6 | 15 | -2 | -6 | 3.3 | 1.1 | 4 | -2 | -1 | -9
Cc1ccc(-n2c(CCc3ccccc3)n[nH]c2=S)cc1C | 9 | -1.3 | -1 | -13 | -1.0 | 1.7 | 3 | . | 5 | 7
Fc1ccc(CNCc2ccccc2Cl)cc1 | 4 | 0.2 | 1 | -18 | 1.2 | 1.6 | 0 | -7 | 4 | 47
Cc1ccc(C(O)c2ncc(-c3ccccc3F)[nH]2)c(C)c1 (centres undefined) | 8 | -0.6 | . | . | . | 1.5 | . | 2 | . | .
O=C1NC(c2ccc(Br)cc2)Nc2sc3c(c21)CCC3 (centres undefined) | -4 | -6.2 | -3 | -8 | -1.6 | . | -11 | -4 | -12 | 34
Cc1ccc(-c2nc3cnccn3c2Nc2ccccc2)o1 | 12 | . | . | 0 | -1.4 | -0.6 | -4 | -6 | 0 | 25
CCOC(=O)N1CCN(C(=O)C(=O)Nc2sc3c(c2C(N)=O)CC(C)(C)OC3)CC1 | 3 | -0.7 | -2 | -6 | -0.5 | 0.6 | 1 | 4 | 2 | 12
CC(Sc1nnc(-c2cccnc2)n1-c1ccccc1)C(=O)NCc1ccc2c(c1)OCO2 (centres undefined) | 2 | -0.4 | -1 | -1 | -1.1 | 1.0 | 1 | 2 | 4 | -27
Cc1ccc(-n2c(N)cc(=O)nc2SCC(=O)N2CCN(c3ccccc3)CC2)cc1 | 20 | i | 1 | 2 | 0.5 | 1.2 | 7 | 2 | 8 | 15
COc1ccc(C(C)C)cc1S(=O)(=O)N1CCN(C)CC1 | 1 | i | 2 | -7 | -1.5 | . | -2 | -2 | 7 | 29
O=C(/C=C/c1cccs1)N1CCC2(CC1)Oc1ccc(Cl)cc1C(=O)C21CC(c2cccnc2)=NO1 (centres undefined) | 34 | -0.9 | . | 15 | 8.4 | 0.2 | -4 | -4 | 0 | 22
CC(=O)Nc1ccccc1NC(=O)c1cc(C)cc(C)c1 | 3 | -0.8 | 4 | -8 | 52* | 1.9 | 13 | -14 | 6 | 41
CCOC(OCC)c1cn(Cc2ccc3c(c2)C(=O)c2ccccc2C3=O)nn1 | . | . | 1 | . | . | -0.7 | -1 | . | . | 1
COc1ccc(NC(=O)CSc2nc(N)c3cc4c(nc3n2)CC(C)(C)OC4)cc1 | -2 | -0.8 | 6 | -11 | 11 | 0.6 | -4 | 11 | -18 | 25
